ABHD5-PLIN5 inh: blocks binding of human ABHD5 to perilipin-5; Q00G26+Q8WTS1; Split G. princeps luciferase complementation, luminescence, 4 h; inhibition, % at 4 µM; 0.78% of 360,000 active;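 active = inhibition above the mean inhibition across every tested compound plus 3 SD, cut at about 22% in these data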;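 also: 0% = DMSO only wells and the 100% control is not disclosed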
TLR9-MyD88 inh: TLR9-MyD88 interaction inhibition; Q9NR96+Q99836; CHO BLA complementation TLR9-MyD88, CCF4 FRET ratio; inhibition, % at 4.98 µM; 0.21% of 340,000 active;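 active = inhibition above the mean over all tested compounds plus 3 SD, cut at about 21% in these data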;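 also: 0% = DMSO only wells and 100% = clavulanate BLA inhibitor control wells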
m5-HT2A agonist: activates the mouse 5-HT2A serotonin receptor | CHO-K1 mHTR2A beta-arrestin complementation, luminescence; percent of 30 µM serotonin response | P35363 | AID 624169 | activation, % at 7.6 µM | 0.66% of 360,000 active;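 active = activation above a run cutoff, the mean activation of all tested compounds plus 3 SD, cut at about 14% in these data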;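 also: 0% = plate median of compound wells and 100% = 30 µM serotonin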
SRC2 inh: human SRC2 (NCOA2) inhibition. inhibition, % at 9 µM. Q15596. HEK293 GAL4-SRC2 luciferase reporter, luminescence. 0.17% of 370,000 active;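 active = inhibition above the mean inhibition of all tested compounds plus 3 SD, set per campaign, cut at about 52% in these data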;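 also: 0% = DMSO treated cells and 100% = cells given Gossypol at 36 µM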
MC4R antagonist: antagonists of human melanocortin 4 receptor (MC4R); 0.48% of 360,000 active; MC4R-expressing cells, MTII-stimulated cAMP, LANCE TR-FRET; inhibition, % at 6.5 µM; P32245;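 active = inhibition above its plate's cutoff, the mean of tested wells on that plate plus 3 SD, cut at about 29% in these data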;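 also: 0% = Melanotan II alone and 100% = Melanotan II plus saturating MCL0020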
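Assay system: human MC4R-expressing U2OS cells; reagent: Melanotan II stimulation of cells; dosing: 6.5 µM single dose; timing: compound 30 min, challenge 1 h, detection 1 h; signal: TR-FRET cAMP assay; replicates: one well per compound, no replicates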
Glyco luc inh: N-linked glycosylation inhibition; D54 ERlucT glycosylation luciferase reporter, 24 h; percent of 100 nM tunicamycin response; reporter increase, % at 12.5 µM; 0.23% of 360,000 active;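 active = mean luciferase reporter signal, scaled so untreated is 0 and the glycosylation-blocking control 100, at or above a set limit in every replicate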;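 also: luciferase carries N-glycosylation sites so blocking glycosylation raises the light; 0% = median of neutral control wells and 100% = median of 100 nM tunicamycin wells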
MC4R ag barr: human MC4R agonism via beta-arrestin; P32245; U2OS MC4R beta-arrestin complementation, luminescence; percent of melanotan II response, DMSO zero; activation, % at 8.9 µM; 0.98% of 360,000 active; AID 540308;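 active = activation above a per-plate cutoff, the mean activation of sample wells on that plate plus 3 SD, cut at about 8% in these data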
Cardio protect: protects H9c2 cardiomyocytes from peroxide injury. H2O2 injury protection, ATPLite, 2 h. 0.63% of 360,000 active. protection from H2O2 cell death, % at 20 µM;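 active = compounds giving at least 50% protection of heart cells from peroxide-induced death in the single-dose screen, raw or plate-pattern-corrected value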;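 also: 0% = DMSO wells with peroxide and 100% = DMSO wells without peroxide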
ABCB6 inh MLPCN: blocks the human ABCB6 transporter; Q9NP58; K562-ABCB6 porphyrin accumulation, flow cytometry, 1 h; hits give low values; fluorescence ratio to DMSO, % at 10 µM; 0.19% of 360,000 active; AID 602162;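 active = fluorescence ratio to DMSO below 75%, the collection mean minus 3 SD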;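 also: signal is porphyrin accumulated inside mitochondria; 100% equals median channel fluorescence of DMSO control wells; lower ratio means ABCB6 inhibition with less porphyrin fluorescence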
Target sequence (Q9NP58 whole entry, looked up): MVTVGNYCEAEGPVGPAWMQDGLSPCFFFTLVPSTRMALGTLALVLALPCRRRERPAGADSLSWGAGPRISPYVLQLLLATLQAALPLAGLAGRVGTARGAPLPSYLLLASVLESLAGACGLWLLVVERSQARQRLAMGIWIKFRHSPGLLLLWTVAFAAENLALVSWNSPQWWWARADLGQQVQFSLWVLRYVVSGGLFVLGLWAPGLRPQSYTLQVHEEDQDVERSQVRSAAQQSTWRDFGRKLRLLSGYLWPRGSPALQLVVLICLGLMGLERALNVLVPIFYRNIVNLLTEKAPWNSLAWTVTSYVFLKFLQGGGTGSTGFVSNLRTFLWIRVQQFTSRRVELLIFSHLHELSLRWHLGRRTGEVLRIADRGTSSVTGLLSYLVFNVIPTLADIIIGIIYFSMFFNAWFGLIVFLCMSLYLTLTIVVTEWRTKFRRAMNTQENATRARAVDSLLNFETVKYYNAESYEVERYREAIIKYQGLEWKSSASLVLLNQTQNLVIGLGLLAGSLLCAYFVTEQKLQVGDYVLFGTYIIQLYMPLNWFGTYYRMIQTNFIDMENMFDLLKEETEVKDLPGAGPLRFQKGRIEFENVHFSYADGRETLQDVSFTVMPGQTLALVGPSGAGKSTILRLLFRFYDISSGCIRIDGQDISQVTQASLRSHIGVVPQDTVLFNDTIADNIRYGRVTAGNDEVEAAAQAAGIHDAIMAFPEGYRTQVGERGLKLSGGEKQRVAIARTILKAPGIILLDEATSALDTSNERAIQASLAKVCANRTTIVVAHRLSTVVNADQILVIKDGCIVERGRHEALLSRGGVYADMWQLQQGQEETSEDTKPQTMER
NOD2-RIPK2 inh: blocks binding of human NOD2 to RIPK2; O43353; CHO BLA complementation NOD2-RIPK2, CCF4 ratio; inhibition, % at 4.98 µM; AID 624267; 0.38% of 360,000 active; in the data active = inhibition above about 21%;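 also: 0% = vehicle only and 100% = reference blocker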
Starred values were filed as active, the others as inactive; . = not tested or not shown. Only part of the results is shown. The share of hits here may be higher or lower than overall.

SMILES | ABHD5-PLIN5 inh | TLR9-MyD88 inh | m5-HT2A agonist | SRC2 inh | MC4R antagonist | Glyco luc inh | MC4R ag barr | Cardio protect | ABCB6 inh MLPCN | NOD2-RIPK2 inh
O=C(Nc1ccccc1C(F)(F)F)c1cc(-c2cccc(O)c2)on1 | -5 | -1 | 3 | -30 | 7 | 0 | -1.5 | -2 | 96 | 1
Nc1ccc(-c2nnnn2-c2ccc(N)cc2)cc1 | 4 | 2 | -1 | -6 | 17 | 1 | -1.7 | 5 | 106 | 14
CN(C)c1nc(Nc2ccc(Cl)c(Cl)c2)nc(N(C)C)n1 | -5 | 5 | 4 | 5 | -4 | -3 | 4.3 | -3 | 100 | -2
O=C(Nc1ccccc1C(=O)O)c1cccc(S(=O)(=O)Nc2ccc(Br)cc2)c1 | -1 | -1 | 4 | 15 | 7 | 2 | 0.8 | 8 | 96 | -12
O=C(NN=Cc1cc(Cl)ccc1[N+](=O)[O-])c1ccco1 | 9 | 3 | 2 | -7 | -6 | 1 | -2.0 | 6 | 90 | 1
O=C(NCCN1CCOCC1)[C@H](Cc1ccccc1)N1C(=O)c2ccccc2C1=O | 12 | -5 | -1 | -9 | 15 | 0 | 0.4 | 3 | 91 | 6
CCn1c(CNC(=O)C23CC4CC(CC(C4)C2)C3)nnc1SC | 0 | -1 | 0 | 10 | 5 | 0 | -0.9 | 0 | 95 | 0
CCOc1ccc(C(=O)c2nc3c(n2O)CCCCC3)cc1 | -9 | 6 | -4 | 9 | 5 | 2 | -0.7 | -3 | 88 | -1
CC(C)Cc1nc2sc3c(=O)[nH]cnc3c2c2c1CCC2 | 2 | 0 | 6 | 7 | -4 | 3 | -1.1 | 0 | 92 | 6
CC1(OC(=O)c2ccco2)C(=O)C=C2C=C(C3CC3)OC=C2C1=O (centres undefined) | 9 | 10 | 1 | -6 | 5 | 0 | -1.7 | -4 | 93 | -3
O=C(CN1N=C(c2ccc(Cl)cc2)CCC1=O)NCCN1CCc2ccccc2C1 | 2 | 0 | -5 | 9 | 15 | 1 | 0.2 | 4 | 96 | 2
c1coc(CNc2nc3nonc3nc2NCc2ccco2)c1 | 5 | -3 | -2 | 22 | 6 | -1 | -3.0 | -3 | 91 | 1
COc1ccc(N2CCN(C(=O)c3oc4ccccc4c3NC(=O)CCc3cc(OC)no3)CC2)cc1 | 1 | 0 | -3 | 14 | 7 | 1 | -1.6 | 12 | 106 | 2
Cc1nn(-c2ccccc2)nc1C(=O)Nc1ccc2[nH]ncc2c1 | -3 | -9 | -1 | 7 | 7 | -2 | 23* | 14 | 100 | -3
CCC1=NN2C(=N)/C(=C\c3cccn3-c3ccc(Br)cc3)C(=O)N=C2S1 | 2 | 5 | 3 | -6 | 2 | -2 | -0.7 | -8 | 99 | 11
O=C(/C=C/c1ccco1)NC(=S)Nc1ccccc1 | 9 | 5 | -1 | -28 | 4 | 2 | -1.8 | 0 | 94 | 4
FC(F)Oc1ccccc1C1CC(c2ccc(Br)s2)Nc2ncnn21 (centres undefined) | 9 | 2 | 2 | 0 | 17 | 0 | 5.7 | -9 | 98 | -2
COc1cccc(CN2c3ccc(Br)cc3C(=O)CS2(=O)=O)c1 | 4 | -15 | 0 | -12 | 15 | 0 | -0.8 | 3 | 98 | -10
CC1(C)c2[nH]c3ccccc3c2C[C@H]2C(=O)N(Cc3ccc(F)cc3)C(=O)N21 | 2 | 9 | 1 | 19 | 11 | -4 | 2.2 | 4 | 92 | 7
CC[C@@]1(C(=O)OC)N[C@H](CN(C)C(=O)c2ccccc2)[C@@H]2C(=O)N(C)C(=O)[C@@H]21 | 4 | -5 | 0 | -4 | 3 | 3 | 0.1 | 2 | 91 | 2
O=C(CNC(=O)c1ccc(=O)[nH]c1)Nc1ccc(F)c(F)c1 | 4 | 0 | 0 | -2 | 9 | 0 | -0.8 | 2 | 94 | -2
Cc1nn(-c2ccccc2)c(Cl)c1/C=C(\CC(=O)O)c1nc2ccccc2s1 | -2 | -12 | 3 | 28 | -1 | 1 | -1.6 | 3 | 100 | -19
Cc1cccc(C)c1NC(=O)Cn1cc(C=O)c2ccccc21 | 0 | -11 | 8 | 31 | -2 | -3 | -0.9 | -9 | 100 | 2
O=S(=O)(c1cc(O)ccc1O)c1cccc2c(S(=O)(=O)c3cc(O)ccc3O)cccc12 | 13 | 6 | 5 | 15 | -2 | 3 | -1.3 | 8 | 90 | -2
CN(CC(=O)Nc1ccc(Cl)c(S(=O)(=O)N2CCOCC2)c1)C(=O)c1cccs1 | -3 | -8 | 7 | 0 | -4 | 1 | -1.1 | 10 | 100 | 7
O=C(Cn1c(NCCCO)nc2ccccc21)c1ccco1 | 2 | -1 | 0 | -16 | 9 | 0 | -0.7 | 10 | 102 | -1
Cc1ccc(/C(=N\O)c2oc3c(C)c4oc(=O)cc(C)c4cc3c2C)cc1 | 3 | 5 | 1 | -1 | 11 | 1 | -2.1 | -6 | 92 | -1
CC(C)C[C@H](NC(=O)C1CCC(CNC(=O)[C@@H]2CCCN2C(=O)OC(C)(C)C)CC1)C(=O)O (some centres undefined) | 3 | 3 | 10 | -6 | 7 | 2 | -1.3 | -3 | 94 | 8
COc1ccc(CNC(=O)CN(C(=O)c2snc(C(N)=O)c2N)c2cccc(F)c2)cc1 | 4 | -2 | 5 | 8 | 7 | 1 | -0.7 | -2 | 98 | -3
COc1ccccc1NC(=S)NC(=O)Cc1ccccc1 | -5 | . | -7 | -13 | 17 | 1 | -0.7 | 2 | 98 | 8
CCN(CC)CCc1nc(-c2ccccc2)no1 | 56* | 14 | -3 | -19 | 12 | -7 | -0.7 | 3 | 95 | -1
CC1C(=O)Nc2ccc(S(=O)(=O)NCc3ccc(Cl)cc3)cc2NC1=O (centres undefined) | 0 | 2 | 0 | -6 | -5 | 4 | 2.0 | -10 | 98 | -6
O=C(C1CCCN(Cc2nc(-c3cccs3)no2)C1)N1CCOCC1 (centres undefined) | -5 | -14 | -1 | 3 | -3 | -1 | 0.6 | 2 | 104 | -21
Cc1ccc(CNC(=O)C2CC(=O)N(C3CCCC3)C2)cc1 (centres undefined) | 9 | -14 | 0 | -10 | -1 | 3 | -1.4 | 5 | 99 | 3
COc1cc(/C=N/NC(=O)CNc2n[nH]c(=O)[nH]c2=O)ccc1O | 3 | -7 | 1 | 19 | -3 | 4 | -2.3 | 5 | 98 | 8
Cc1n[nH]c(=O)c2c(NC(=O)CSc3ccccc3Cl)oc(C)c12 | 7 | -4 | -4 | -1 | 4 | 6 | -2.4 | 1 | 101 | -2
O=C(COc1ccc(S(=O)(=O)NC2CCCC2)cc1)N1CCCCC1 | 5 | 4 | -3 | -3 | -5 | 1 | -4.4 | -3 | 99 | 6
Cc1ccc(/C=N/n2c(-c3ccc(Cl)cc3)n[nH]c2=S)o1 | -5 | 0 | 3 | 8 | 1 | 0 | -1.8 | -3 | 93 | -19
Cc1ccc(OCc2nnc(SCC(=O)O)n2N)cc1 | -8 | -12 | 4 | -5 | -3 | -1 | 1.2 | 3 | 113 | -11
Cc1cc(C)cc(N(C(=O)c2snc(C(N)=O)c2N)C(C(=O)NCC2CCCO2)c2ccc(C)o2)c1 (centres undefined) | -2 | -2 | 4 | -21 | 17 | -1 | -1.4 | 1 | 95 | -7
O=C(COC(=O)c1ccc([N+](=O)[O-])s1)NCCc1ccccc1 | 3 | -2 | 17* | . | 8 | 1 | -1.2 | 20 | 100 | -2
CCCCOc1ccc(C(C)NC(=O)CCS(=O)(=O)Cc2ccc(Cl)cc2)cc1 (centres undefined) | 0 | -13 | 4 | -3 | 17 | -2 | 1.5 | -6 | 95 | -1
Cn1cc(Br)c(C(=O)NNC(=O)c2ccc(Br)cc2)n1 | 7 | 1 | -1 | -76 | -7 | 3 | 0.5 | -2 | 96 | 2
Cc1ccc(-c2nc3ncccc3o2)cc1NC(=O)COc1ccccc1 | -2 | 5 | -2 | -30 | -2 | -2 | -1.8 | 20 | 96 | -6
CC(C)(C)C(=O)/C(=C/c1ccncc1)n1cncn1 | 29* | -1 | -4 | 72* | 8 | -22 | -2.3 | -6 | 96 | 15
CCOC(=O)CNC(=O)CSc1nc2cccnc2n1CC | -3 | -2 | -1 | 4 | -1 | . | -2.6 | 0 | 98 | -1
CCc1nnc(NS(=O)(=O)c2ccc(NC(=O)c3cccc(OC(F)(F)C(F)F)c3)cc2)s1 | -2 | -8 | 0 | -26 | 15 | 1 | 1.2 | -3 | 102 | 2
c1ccc2c(c1)NC(CN1CCOCC1)CO2 (centres undefined) | 0 | -5 | -2 | 6 | 11 | 1 | -0.1 | -4 | 96 | -6
COc1ccc2cc(C(=O)C3CCCN(Cc4ccccn4)C3)ccc2c1 (centres undefined) | 2 | -10 | -2 | 1 | -1 | -5 | -0.3 | 2 | 97 | 1
CC1(c2ccccc2)NC(=O)N(CC(=O)Nc2ccc(S(N)(=O)=O)cc2)C1=O (centres undefined) | 2 | 7 | 3 | -20 | 8 | 2 | -1.9 | 0 | 102 | 1
COCCn1c(SCC(=O)N2CCCc3ccccc32)nnc1-c1ccoc1C | 3 | -8 | 7 | 10 | 12 | -1 | -0.6 | -4 | 101 | 0
CC(=O)Nc1cccc(OC(=O)COc2ccc(Br)cc2)c1 | -1 | -4 | -2 | -11 | 29* | 2 | 2.2 | -2 | 95 | -10

A portion of the results above, for reference:
SMILES | ABHD5-PLIN5 inh | TLR9-MyD88 inh | m5-HT2A agonist | SRC2 inh | MC4R antagonist | Glyco luc inh | MC4R ag barr | Cardio protect | ABCB6 inh MLPCN | NOD2-RIPK2 inh
CC(C)(C)C(=O)/C(=C/c1ccncc1)n1cncn1 | 29* | -1 | -4 | 72* | 8 | -22 | -2.3 | -6 | 96 | 15
CCOC(=O)CNC(=O)CSc1nc2cccnc2n1CC | -3 | -2 | -1 | 4 | -1 | . | -2.6 | 0 | 98 | -1
CCc1nnc(NS(=O)(=O)c2ccc(NC(=O)c3cccc(OC(F)(F)C(F)F)c3)cc2)s1 | -2 | -8 | 0 | -26 | 15 | 1 | 1.2 | -3 | 102 | 2
c1ccc2c(c1)NC(CN1CCOCC1)CO2 (centres undefined) | 0 | -5 | -2 | 6 | 11 | 1 | -0.1 | -4 | 96 | -6
COc1ccc2cc(C(=O)C3CCCN(Cc4ccccn4)C3)ccc2c1 (centres undefined) | 2 | -10 | -2 | 1 | -1 | -5 | -0.3 | 2 | 97 | 1
CC1(c2ccccc2)NC(=O)N(CC(=O)Nc2ccc(S(N)(=O)=O)cc2)C1=O (centres undefined) | 2 | 7 | 3 | -20 | 8 | 2 | -1.9 | 0 | 102 | 1
COCCn1c(SCC(=O)N2CCCc3ccccc32)nnc1-c1ccoc1C | 3 | -8 | 7 | 10 | 12 | -1 | -0.6 | -4 | 101 | 0
CC(=O)Nc1cccc(OC(=O)COc2ccc(Br)cc2)c1 | -1 | -4 | -2 | -11 | 29* | 2 | 2.2 | -2 | 95 | -10
